KLK7 zymogen act – proKLK7 (human) activation, primary screen. hit rate 0.9% among 370,000. purified proKLK7, EDANS-DABCYL substrate fluorescence; 100% is mature enzyme control, 0% vehicle. AID 652039. P49862. activation, % at 7 µM;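 active means activation above the mean of all tested compounds plus 3 SD, computed per campaign excluding outliers beyond control limits, cut at about 13% in these data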
GAA850 FXN act – increases GAA850 frataxin promoter reporter activity; HEK293 lucGAA850 FXN promoter luciferase reporter, 24 h; percent of 10 µM SAHA response; hit rate 0.56% among 360,000; AID 540364; activation, % at 6 µM;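 active means activation above the average of all compounds screened plus 3 SD, cutoff fixed separately per campaign, cut at about 7.5% in these data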;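 further: 0% = DMSO wells and 100% = 10 µM SAHA wells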
DDE Tn6 FP inh – inhibitors of Tn6 peptide binding to human fibrin DD(E); P02675; Fibrin DD(E) TRITC-Tn6 fluorescence polarization displacement; inhibition, % at 8.3 µM; hit rate 0.21% among 370,000; AID 720509;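 active means inhibition above a per-campaign cutoff: mean of compounds within control limits plus 3 SD, cut at about 15% in these data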;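 further: 0% = median of all compound wells on the plate and 100% = blocking peptide control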
ARFGAP1 inh – rat ARFGAP1 inhibition; Q62848; hit rate 0.26% among 360,000; Arfgap1-stimulated ARF1 GTP hydrolysis, GDP FP detection; inhibition, % at 16.5 µM;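 active means inhibition above a per-plate limit, mean inhibition of low control wells plus 3 SD, cut at about 25% in these data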;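 further: 0% = DMSO wells with enzyme and 100% = wells lacking Arfgap1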
Target sequence (Q62848 1-136 limits assumed): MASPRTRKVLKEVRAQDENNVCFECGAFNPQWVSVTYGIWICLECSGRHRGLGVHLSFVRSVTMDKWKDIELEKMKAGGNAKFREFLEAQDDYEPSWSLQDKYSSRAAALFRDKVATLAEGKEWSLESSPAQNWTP
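System: truncated rat Arfgap1 GAP domain / Benchmarks: high control wells lacking Arfgap1, low control full reaction with DMSO / Times: compound-enzyme preincubation 20 min, reaction 120 min, detection 60 min, 25 °C / Repeats: one replicate per compound / Also added: human ARF1(Δ1-17)-GTP substrate / Measured by: Tracer-displacement fluorescence polarization with EDTA stop, 620/688 nm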
ADAM10 inh – inhibitors of human ADAM10; inhibition, % at 7 µM; O14672; AID 720582; hit rate 0.62% among 370,000; recombinant ADAM10, EDANS/DABCYL FRET peptide cleavage, 3 h;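 active means inhibition above a per-campaign cutoff equal to the mean of compounds falling between control-based bounds plus 3 SD, cut at about 20% in these data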;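 further: 0% = DMSO wells while the 100% control is not disclosed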
Target sequence (O14672 214-748 limits assumed): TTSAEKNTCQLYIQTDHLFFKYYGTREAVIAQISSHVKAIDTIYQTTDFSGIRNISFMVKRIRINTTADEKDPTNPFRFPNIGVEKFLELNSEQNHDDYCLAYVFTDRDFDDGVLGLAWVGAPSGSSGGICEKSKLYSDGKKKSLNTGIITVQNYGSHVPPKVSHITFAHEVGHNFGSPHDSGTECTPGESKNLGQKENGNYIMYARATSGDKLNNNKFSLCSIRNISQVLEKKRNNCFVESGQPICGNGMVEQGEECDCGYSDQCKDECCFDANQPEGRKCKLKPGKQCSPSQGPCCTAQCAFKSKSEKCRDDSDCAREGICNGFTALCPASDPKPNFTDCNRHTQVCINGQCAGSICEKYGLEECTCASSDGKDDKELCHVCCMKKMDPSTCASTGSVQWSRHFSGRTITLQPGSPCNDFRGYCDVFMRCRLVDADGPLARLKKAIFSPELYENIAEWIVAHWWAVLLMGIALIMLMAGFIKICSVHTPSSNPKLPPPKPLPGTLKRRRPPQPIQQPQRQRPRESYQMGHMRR
NPR1 activator – GC-A (human) enzyme activation | P16066 | HEK293 GC-A cells, cGMP TR-FRET, EC30 ANP; 0% at EC30 ANP, 100% saturating ANP | activation, % at 10 µM | hit rate 0.14% among 370,000 | AID 1671463; in the data active means activation above about 40%
GC-B act – GC-B (human) receptor activation. P20594. HEK293-GC-B cells, CNP EC30, cGMP TR-FRET; 0% at EC30 CNP, 100% saturating CNP. activation, % at 10 µM. hit rate 0.11% among 370,000. AID 1920062;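 active means activation at 10 µM reaching about 35% in either raw or pattern-adjusted values, limit read from the data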
rCAG RNA binder – binds r(CAG) RNA repeats; hit rate 1.3% among 370,000; r(CAG) RNA repeat, TO-PRO-1 dye displacement fluorescence; inhibition, % at 3 µM;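 active means inhibition above the plate cutoff, the mean of all test compounds on that plate plus 3 SD, cut at about 35% in these data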;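 further: 0% = DMSO alone and 100% = 100 µM mitoxantrone as full dye displacement; higher means more dye released from RNA so lower well fluorescence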
ASAP1 GAP inh – inhibitors of human ASAP1 ArfGAP activity; Q9ULH1; inhibition, % at 16.5 µM; ASAP1-stimulated ARF1 GTP hydrolysis, GDP FP detection; hit rate 0.19% among 360,000; in the data active means inhibition above about 25%;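 further: 0% = vehicle with enzyme and substrate and 100% = no enzyme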
Target sequence (Q9ULH1 325-724 limits assumed): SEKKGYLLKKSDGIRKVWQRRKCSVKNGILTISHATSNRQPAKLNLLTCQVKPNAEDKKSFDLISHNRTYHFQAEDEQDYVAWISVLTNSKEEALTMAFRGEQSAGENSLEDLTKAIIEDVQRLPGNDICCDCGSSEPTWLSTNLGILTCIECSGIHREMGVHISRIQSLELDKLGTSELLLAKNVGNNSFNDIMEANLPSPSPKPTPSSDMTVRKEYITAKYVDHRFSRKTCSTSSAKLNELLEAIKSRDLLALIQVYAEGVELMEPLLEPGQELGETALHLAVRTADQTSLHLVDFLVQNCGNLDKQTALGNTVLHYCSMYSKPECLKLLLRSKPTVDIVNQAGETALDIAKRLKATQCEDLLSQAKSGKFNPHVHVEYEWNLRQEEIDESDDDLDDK
HGIII-sPLA2 inh – Blocks human group III sPLA2 activity. inhibition, % at 12.2 µM. hit rate 0.56% among 370,000. QFRET BODIPY PC-A2 liposome hydrolysis, fluorescence. Q9NZ20;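 active means inhibition above mean plus 3 SD of compounds lying within the high and low control bounds, cut at about 19% in these data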;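 further: 0% = median of test compound wells and 100% = no enzyme DMSO wells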
* marks the source's active call; other numbers are inactive results; . = not tested or not shown.

SMILES	KLK7 zymogen act	GAA850 FXN act	DDE Tn6 FP inh	ARFGAP1 inh	ADAM10 inh	NPR1 activator	GC-B act	rCAG RNA binder	ASAP1 GAP inh	HGIII-sPLA2 inh
CC(=O)c1ccc(N2CCN(C(=O)c3cc4c(C)nc5ccccc5c4o3)CC2)cc1	-1.1	1.0	0.5	-1.6	1.9	-0.3	3.5	3.0	-8.3	-4.0
Cc1ccccc1-c1nc(-c2ccccn2)no1	-0.7	-5.2	2.7	-1.6	0.6	-0.1	-2.1	-2.4	2.7	4.0
COc1ccc(S(=O)(=O)Nc2ccc3c(c2)C(=O)N([C@H](C)CO)C[C@H](C)[C@@H](CN(C)S(=O)(=O)c2cn(C)cn2)OCCCC[C@H](C)O3)cc1	-0.2	0.6	1.7	3.9	-3.1	-0.6	0.9	4.1	-16.8	-14.8
Cc1cc(C)cc(C(=O)N(NC(=O)Nc2ccc(Cl)cc2)C(C)(C)C)c1	-0.5	-2.1	4.6	16.1	-4.4	-0.9	7.0	6.1	8.3	-2.6
COc1cccc2c1Oc1ncccc1N(C(=O)CCC(=O)NCc1cccc(C)c1)C2	-0.1	3.1	-6.9	-1.5	-4.3	-3.3	0.7	1.1	-9.2	2.1
CN(CC(=O)Nc1cccc(F)c1)C(=O)c1cccc(S(=O)(=O)N2CC3(C)CC2CC(C)(C)C3)c1 (stereo not drawn)	0.8	-2.0	7.2	10.4	13.2	-4.2	2.2	3.4	12.0	-11.9
COc1ccc(/C=C/C(=O)O/N=C(\N)c2cccnc2)cc1OC	0.8	0.3	1.7	10.4	-44.3	1.6	0.6	-6.7	-8.4	-0.5
COc1ccc2cc(CCNC(=O)c3cccc([N+](=O)[O-])c3)c(=O)[nH]c2c1	-0.9	1.5	1.8	-1.1	4.3	-0.8	-9.1	-1.2	-2.3	-5.2
Cc1ccc2c(Cl)cc(Cl)c(OCC(=O)N3CCCC3)c2n1	-0.1	0.2	6.5	-17.1	-3.8	-1.6	-1.8	-2.7	14.8	-1.8
CCC(C)N(C(=O)COC(=O)CCc1c[nH]c2ccccc12)C1CCS(=O)(=O)C1 (stereo not drawn)	-0.3	1.3	-5.1	-3.7	-2.6	0.1	3.1	-7.1	2.4	-22.1
Cc1cc(N=Nc2ccccc2)cc(C)c1NC(=O)C(F)(F)F	-0.2	5.6	-3.9	-0.5	1.1	-0.9	-1.7	1.7	7.8	2.5
CCOC(=O)CSc1nnc(-c2ccc([N+](=O)[O-])cc2)o1	-0.5	-0.9	1.5	-0.6	-8.2	3.0	0.3	-0.5	-2.3	5.8
Cc1ccc(NC(=S)N2CCC(N(C)CC3CCCO3)CC2)c(C)c1 (stereo not drawn)	0.1	0.8	-3.1	1.1	-1.9	2.0	0.5	-5.2	-2.5	-0.1
NC(=O)CC(NC(=O)c1ccc(Br)cc1)c1ccc(NC2CCCCC2)c([N+](=O)[O-])c1 (stereo not drawn)	-0.4	3.7	2.0	2.3	4.1	0.8	-5.3	5.4	4.7	4.5
O=C(CCN1C(=O)c2ccccc2C1=O)Nn1cnnc1	0.2	-2.8	-0.3	-1.7	3.8	4.2	0.4	0.9	16.1	5.8
CC(=O)c1c(C)[nH]c(C(=O)OC(C)C(=O)Nc2cc(S(=O)(=O)N3CCCCC3)ccc2Cl)c1C (stereo not drawn)	0.7	2.2	1.1	2.7	-4.8	2.0	-0.2	3.9	18.3	3.3
CCc1nnc2n1N=C(c1ccc(Cl)cc1)CS2	0.3	1.5	2.9	2.0	-0.4	6.6	2.0	-2.3	0.6	-1.5
C=C(C)C(=O)Nc1cccc(C2=NOC3(C2)C[C@H](C(N)=O)N(C(=O)c2ccccc2)C3)c1 (stereo partly drawn)	-0.2	0.8	1.1	-1.4	0.9	0.2	6.7	2.5	-10.3	-1.4
O=S(=O)(Nc1ccc(N2CCCCC2)cc1)c1ccccc1	0.9	6.4	-4.0	-6.8	5.2	-5.9	4.1	0.2	-1.4	-5.3
CCCCCNC(=O)C1C(=O)Nc2ccccc2C(=O)N1C(C)(C)C (stereo not drawn)	1.4	.	-4.1	3.9	-37.1	-0.6	-1.9	-0.8	-8.9	13.3
Cc1ccc(S(=O)(=O)N2CCN(c3ccccc3)CC2)cc1C	-0.3	0.6	3.7	1.3	-0.7	-4.0	-3.9	-5.0	-6.3	3.3
N/C(=N\c1nc2ccccc2o1)NC(=O)c1ccccc1F	0.6	4.5	4.6	-1.7	6.8	8.4	1.0	3.5	10.8	0.0
COc1cc(CNc2ncnc3c2ncn3[C@H]2CN(Cc3ccc(Cl)cc3)C[C@@H](CO)O2)cc(OC)c1OC	0.0	-1.4	3.9	-11.9	4.9	-2.1	2.0	5.7	-5.4	-21.5
COc1ccc(CNCc2ccc3ccccc3c2)c(OC)c1	-0.6	0.7	-1.4	-3.7	-6.9	-18.3	-7.3	8.7	-10.0	-6.7
CC(C)(CN1CCNCC1)NS(=O)(=O)c1ccc(Cl)cc1	0.0	1.1	-2.6	-1.7	5.9	-2.8	-2.8	-1.0	1.4	-29.2
On1ccccc1=S	-0.6	-15.1	-3.3	3.6	7.7	9.6	6.7	3.4	-16.5	10.9
N#CC1(P(=O)(c2ccccc2)c2ccccc2)CC1	0.0	2.2	7.8	4.4	1.0	0.0	-2.1	-1.5	-3.2	1.8
O=C(NNc1ccccn1)C(=O)NNS(=O)(=O)c1ccc(Cl)cc1	0.5	0.8	-4.5	-0.7	-9.9	4.9	-0.3	0.4	8.2	-2.5
CCCS(=O)(=O)N1CCC(C(=O)N2CCN(Cc3ccccc3)CC2)CC1	0.1	-0.6	2.8	14.5	-4.7	8.1	6.7	0.0	-3.2	4.5
COc1ccc(C2CC(=O)c3cnc(NC(=O)c4ccco4)nc3C2)cc1 (stereo not drawn)	-0.1	-0.6	-2.9	1.4	-10.4	-2.8	-3.2	-6.8	-3.7	0.2
COc1ccc(CCNC(=O)Cn2nc(C)c3c(C)n(-c4ccccc4)nc3c2=O)c(OC)c1	0.0	0.0	0.4	-3.4	-3.0	2.6	-2.3	2.1	-10.3	-0.2
C/C(=N\Nc1nnc(-c2ccccc2)c(-c2ccccc2)n1)c1cccc([N+](=O)[O-])c1	-0.2	4.0	-1.3	6.9	0.5	-4.4	-4.2	3.0	4.5	-2.8
CCOc1ccc(N2C(=O)Nc3ccccc3C2(O)C(=O)NCc2ccc(F)cc2)cc1 (stereo not drawn)	-0.1	1.4	4.8	-1.2	6.3	-2.1	5.1	-0.1	-16.7	0.7
Cc1cccc(N2CCN(C(=O)c3ccc(Cl)c(NC4=NC5CS(=O)(=O)CC5S4)c3)CC2C)c1 (stereo not drawn)	1.2	-0.2	-0.4	-7.5	0.4	-1.7	2.5	0.3	4.5	-0.6
CS(=O)(=O)c1ccc2nc(NC(=O)C3=NN(c4ccccc4)C(=O)CC3)sc2c1	-0.4	2.3	-4.0	-5.0	-3.6	-1.3	-5.0	13.3	-14.0	7.0
O=C(NNC1CC(=O)N(c2cccc(Cl)c2)C1=O)c1cccnc1 (stereo not drawn)	0.3	0.4	5.6	4.8	-0.2	-1.6	-1.3	8.0	9.6	-18.1
COC(=O)c1ccc(N=c2sc(C(=O)OC)cc(=O)n2C)cc1	-0.3	-0.7	2.5	-13.6	10.9	4.2	7.9	2.5	-13.1	-1.2
CC(NS(=O)(=O)c1ccc(OCC(=O)NCc2ccccn2)cc1)c1ccccc1 (stereo not drawn)	0.3	0.2	2.4	-0.4	-0.5	-0.1	-4.5	-3.4	3.5	-2.3
COC(=O)CC[C@@H](/C=C/C(=O)OC(C)(C)C)Sc1ccc(C(C)(C)C)cc1	-0.5	.	7.0	.	2.3	0.1	3.4	2.8	.	0.2
O=C(NCCOCCOCCNC(=O)c1cccnc1)c1cccnc1	-0.4	2.1	-3.6	13.8	-1.9	7.2	4.8	-3.7	-4.6	4.3
O=C(CN1C(=O)NC2(CCOc3ccccc32)C1=O)Nc1ccc(Br)cc1F (stereo not drawn)	0.7	-1.0	-5.5	0.8	-3.8	1.2	2.9	4.8	2.0	-13.1
CN(C)S(=O)(=O)n1cc(/C=C(\NC(=O)c2ccccc2Cl)C(=O)N2CCCC2)c2ccccc21	0.6	8.8*	3.1	4.6	-5.3	-24.6	1.5	-0.5	18.7	0.0
COc1ccc(C(=O)NC(=S)Nc2ccccc2N2CCN(S(C)(=O)=O)CC2)cc1OC	-0.8	-1.2	5.8	-5.3	5.5	-5.2	4.3	-0.4	7.4	8.4
CC(C)(C)NC(=O)COc1coc(CN2CCN(Cc3ccccc3)CC2)cc1=O	0.0	-0.8	-2.6	-2.9	-8.1	-1.1	5.5	-7.4	-6.7	5.8
COc1ccc(-c2cc(=O)oc3cc(OCC(=O)Nc4ccc(CCO)cc4)ccc23)cc1	-0.5	-0.8	6.0	-1.0	-11.2	3.4	1.5	1.4	17.6	-1.4
O=C(NC1CCCCC1)N1CCCc2ccccc21	-0.6	-1.9	-2.7	6.7	4.4	-0.1	0.2	-2.9	-2.3	5.5
COc1ccc(NC(=O)CCN2CCC(C)CC2)cc1	0.4	2.6	-4.5	6.1	4.7	3.2	7.4	-1.0	0.1	0.8
CCCN(C)C1CN(Cc2cn(Cc3ccc(OC)cc3)nn2)S(=O)(=O)C1 (stereo not drawn)	-0.4	.	4.8	-5.3	3.0	1.7	1.6	0.0	-10.5	-0.6
CN(C)[C@H]1CCN(c2cccc3c2S(=O)(=O)N2CC[C@@H](C2)O3)C1	-0.9	.	3.9	.	-1.6	-2.8	2.5	1.1	.	-1.0
COc1ccccc1NS(=O)(=O)c1cc(C)ccc1C	-0.3	-1.1	-1.4	1.5	2.7	-5.3	-3.9	3.7	-0.8	-8.8

(listing goes on)
SMILES	KLK7 zymogen act	GAA850 FXN act	DDE Tn6 FP inh	ARFGAP1 inh	ADAM10 inh	NPR1 activator	GC-B act	rCAG RNA binder	ASAP1 GAP inh	HGIII-sPLA2 inh
O=C(NCCCN1CCCC1=O)c1cccc(S(=O)(=O)N2CCCCC2)c1	-0.1	0.0	3.2	-20.2	-3.0	-2.8	-6.4	-0.5	-0.4	-2.8
CC(=O)Nc1ccc(NC(=O)CSc2nnnn2-c2ccccc2F)cc1	0.2	-1.4	5.7	6.0	7.5	-5.4	-2.8	-3.0	12.9	-1.0
CNc1nc2c(N)ncnc2n1[C@H]1O[C@@H](CO)[C@H](O)[C@@H]1O	0.0	6.4	-6.2	3.4	-8.5	4.3	-5.5	-3.2	-0.7	6.7
COc1cc2c(cc1NC(=O)CSc1nnc(-c3cccc(Cl)c3)n1Cc1ccco1)oc1ccccc12	0.3	.	-2.1	.	-7.6	-0.3	4.9	10.5	.	5.8
COc1ccccc1OCCn1c(=O)oc2ccc(C)cc21	-0.3	2.1	-2.8	0.2	-3.9	-8.4	9.6	-5.7	6.0	-1.4
Cc1nc(NC(=S)NC(=O)c2cccs2)sc1C(=O)N(C)C	-0.1	-0.1	0.4	12.6	-8.6	1.7	0.9	-1.7	-2.8	4.7

Bioassay records deposited in PubChem BioAssay by several laboratories.
